Screening data deposited in PubChem by The Scripps Research Institute Molecular Screening Center.
ARFGAP1 inh = rat ARFGAP1 inhibition | hit rate 0.26% among 360,000 | Q62848 | inhibition, % at 16.5 µM | Arfgap1-stimulated ARF1 GTP hydrolysis, GDP FP detection | AID 651572;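 active = inhibition above a per-plate limit, mean inhibition of low control wells plus 3 SD, cut at about 25% in these data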;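 note: 0% = DMSO wells with enzyme and 100% = wells lacking Arfgap1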
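Replicates: Single well per compound | Assay system: Truncated rat Arfgap1 GAP domain | Control set: No-Arfgap1 wells (100%) versus DMSO full-reaction wells (0%) | Times: Enzyme reaction 120 min at 25 °C after 20 min preincubation | Reagent: Human ARF1(Δ1-17)-GTP substrate | Measured by: Tracer-displacement fluorescence polarization with EDTA stop, 620/688 nm | Measure: Percent inhibition of Arfgap1-stimulated GTP hydrolysis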
PLCb3 inh = inhibitors of human phospholipase C beta3. inhibition, % at 12.2 µM. Purified PLC-beta3, fluorogenic substrate, fluorescence. hit rate 0.18% among 370,000. Q01970; in the data active = inhibition above about 11%;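 note: 0% = median of compound wells on plate and 100% = full blocker control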
ADAM17 inh = inhibitors of human ADAM17; P78536; recombinant ADAM17, EDANS/DABCYL FRET peptide cleavage; inhibition, % at 6.95 µM; hit rate 0.83% among 370,000; AID 720648;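 active = inhibition above the mean of compounds lying between control limits plus 3 SD, set per campaign, cut at about 8.5% in these data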;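 note: 0% = DMSO-only wells as the low control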
proKLK7 act = activators of human kallikrein-7 zymogen; P49862; purified proKLK7, EDANS-DABCYL substrate fluorescence; 100% is mature enzyme control, 0% vehicle; activation, % at 7 µM; hit rate 0.9% among 370,000;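 active = activation above the mean of all tested compounds plus 3 SD, computed per campaign excluding outliers beyond control limits, cut at about 13% in these data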
Target sequence (P49862 whole entry, looked up): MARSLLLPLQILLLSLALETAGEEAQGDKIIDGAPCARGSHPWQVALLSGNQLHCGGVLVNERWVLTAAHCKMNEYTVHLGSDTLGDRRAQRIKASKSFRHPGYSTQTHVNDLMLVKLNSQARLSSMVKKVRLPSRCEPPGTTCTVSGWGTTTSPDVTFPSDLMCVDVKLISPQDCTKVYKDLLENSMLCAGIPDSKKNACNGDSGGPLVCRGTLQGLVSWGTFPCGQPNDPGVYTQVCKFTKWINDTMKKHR
Tn6 DDE FP = inhibitors of Tn6 peptide binding to human fibrin DD(E). Fibrin DD(E) TRITC-Tn6 fluorescence polarization displacement. inhibition, % at 8.3 µM. P02675. hit rate 0.21% among 370,000;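 active = inhibition above a per-campaign cutoff: mean of compounds within control limits plus 3 SD, cut at about 15% in these data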;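 note: 0% = median of all compound wells on the plate and 100% = blocking peptide control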
UHRF1 MBD2 ctr = human UHRF1 methylated DNA binding inhibitors; Q96T88; UHRF1 binding to methylated oligo, TR-FRET; inhibition, % at 4.4 µM; hit rate 0.75% among 370,000; in the data active = inhibition above about 21%;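 note: UHRF1 SRA domain binding a hemimethylated CpG hairpin DNA probe; 0% = median of test compound wells and 100% = reference inhibitor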
Target sequence (Q96T88 whole entry, looked up, the tested form may be a part): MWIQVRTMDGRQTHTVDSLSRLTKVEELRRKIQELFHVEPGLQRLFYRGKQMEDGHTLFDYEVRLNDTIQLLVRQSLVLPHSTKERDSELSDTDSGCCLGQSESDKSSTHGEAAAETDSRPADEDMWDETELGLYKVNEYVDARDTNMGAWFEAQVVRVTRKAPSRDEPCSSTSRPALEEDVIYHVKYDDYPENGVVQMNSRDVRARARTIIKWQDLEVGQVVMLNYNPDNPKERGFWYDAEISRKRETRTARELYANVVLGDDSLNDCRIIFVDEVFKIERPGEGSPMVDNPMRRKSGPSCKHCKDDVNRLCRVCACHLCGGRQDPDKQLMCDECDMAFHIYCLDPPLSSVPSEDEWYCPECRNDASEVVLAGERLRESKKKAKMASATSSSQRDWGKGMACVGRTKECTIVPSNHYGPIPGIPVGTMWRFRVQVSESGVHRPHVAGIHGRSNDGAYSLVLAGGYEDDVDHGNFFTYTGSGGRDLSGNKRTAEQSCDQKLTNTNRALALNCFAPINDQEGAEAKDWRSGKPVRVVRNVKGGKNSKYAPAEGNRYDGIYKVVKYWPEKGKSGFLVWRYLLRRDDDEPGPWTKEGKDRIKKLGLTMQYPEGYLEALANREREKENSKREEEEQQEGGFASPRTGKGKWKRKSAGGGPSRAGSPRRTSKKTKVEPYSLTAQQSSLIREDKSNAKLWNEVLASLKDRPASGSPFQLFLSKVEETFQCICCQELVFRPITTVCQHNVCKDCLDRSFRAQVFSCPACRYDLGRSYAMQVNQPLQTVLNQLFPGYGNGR
MBD2 DNA inh = inhibitors of human MBD2 binding to methylated oligonucleotide. Q9UBB5. TR-FRET. inhibition, % at 4.4 µM. hit rate 0.31% among 370,000. AID 686964; in the data active = inhibition above about 13%
Tn7 DDE FP = disrupts Tn7 cyclic peptide binding to fibrin D-Dimer-E complex; FP displacement of FITC-Tn7 peptide from fibrin DD(E); 0% = median of compound wells per plate; inhibition, % at 8.3 µM; hit rate 0.13% among 370,000; AID 720508;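 active = inhibition above the mean of compounds falling within the control limits plus 3 SD of them, cut at about 14% in these data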;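 note: 0% = plate median of compound wells and 100% = 10 µM Aha-Tn7 peptide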
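Test system: human clot-derived fibrin DD(E) complex / Quantity: 2 µM final DD(E) protein / Incubation: 10 min plus 3 h, room temperature / Measured by: fluorescence polarization / Benchmarks: high control of 10 µM Aha-Tn7 peptide / Replicates: singlicate testing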
PLCg1 inh = PLC-gamma1 (human) inhibition, primary screen; P19174; purified PLC-gamma1, fluorogenic substrate, fluorescence; inhibition, % at 12.2 µM; hit rate 0.84% among 370,000; AID 720700; in the data active = inhibition above about 9.5%
ASAP1 inh = inhibitors of human ASAP1 ArfGAP activity. ASAP1-stimulated ARF1 GTP hydrolysis, GDP FP detection. inhibition, % at 16.5 µM. hit rate 0.19% among 360,000; in the data active = inhibition above about 25%;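 note: 0% = vehicle with enzyme and substrate and 100% = no enzyme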
* marks the source's active call; other numbers are inactive results; . = no result given. Compounds as they come (roughly 4.1% active in at least one column).

ARFGAP1 inh,PLCb3 inh,ADAM17 inh,proKLK7 act,Tn6 DDE FP,UHRF1 MBD2 ctr,MBD2 DNA inh,Tn7 DDE FP,PLCg1 inh,ASAP1 inh,Structure
6,-2,-6,0.3,1,-1,4,-5,1,3,O=C(CCC(=O)N(CC(=O)NC1CCCC1)Cc1ccccc1Cl)Nc1nccs1
5,1,-1,-0.1,2,0,-1,3,-3,-6,O=C1c2ccccc2-c2cccc(C(=O)N3CCN(C(=O)c4ccccc4)CC3)c21
-7,-3,-2,0.0,-3,-1,-9,12,0,-11,CSc1ccc(C(=O)C2CCCN(C(=O)c3cc(C)n(C)n3)C2)cc1 (configuration not stated)
-1,2,-1,-0.1,2,1,-5,6,2,8,Cc1csc2nc(O)c(C(=O)NCCN3CCOCC3)c(=O)n12
4,-8,-11,0.6,1,5,3,1,-6,11,CCCCN(CC)CCCNC(=O)c1cc2c(=O)n(C)c3ccccc3c2n1C
0,-44,-33,-1.7,5,0,2,3,-32,-6,COc1ccc2c(c1)SCCC2=O
3,-11,1,-0.7,-1,3,4,3,-2,1,Cc1cc(C)cc(C(=O)NC(=S)Nc2ccc3[nH]c(=O)[nH]c3c2)c1
11,-4,4,-0.2,12,2,0,0,2,1,Nc1ccc(S(=O)(=O)N2CCC(Cc3ccccc3)CC2)cc1
0,0,0,0.4,2,0,-5,-2,-2,-15,Cn1nnnc1SCC1=C(C(=O)O)N2C(=O)C(NC(=O)C3CC3c3ccccc3)C2SC1 (configuration not stated)
1,-3,-2,0.6,8,2,-2,8,-4,-4,COc1ccc(CNS(=O)(=O)c2c(C)[nH]c(C)c2C(=O)N2CCCCC2)cc1
-7,4,5,-0.3,-1,5,-2,-10,11*,4,O=C(COC(=O)c1c(Cl)cccc1Cl)Nc1cc(Cl)ccc1Oc1ccccc1
1,-68,-4,0.1,2,11,2,8,1,-1,NC(=O)c1ccc(Cc2ncc(C(F)(F)F)cc2Cl)s1
-11,-7,-16,0.2,5,3,-3,3,-6,4,CC1=NN(c2ccc(Cl)c(C(=O)O)c2)C(=O)/C1=C\c1ccc(-c2ccc(C(=O)O)cc2)o1
.,-1,-2,.,-1,0,5,-3,-1,.,COc1cc(-c2csc(N3CCC(C(N)=O)CC3)n2)cc(OC)c1OC
4,1,-1,0.2,7,1,0,-1,2,7,CC(c1ccccc1)n1c(S(=O)(=O)O)nc2ccccc21 (configuration not stated)

In the list so far, these have an aryl thioether with sulfur outside any ring.
ARFGAP1 inh,PLCb3 inh,ADAM17 inh,proKLK7 act,Tn6 DDE FP,UHRF1 MBD2 ctr,MBD2 DNA inh,Tn7 DDE FP,PLCg1 inh,ASAP1 inh,Structure
-7,-3,-2,0.0,-3,-1,-9,12,0,-11,CSc1ccc(C(=O)C2CCCN(C(=O)c3cc(C)n(C)n3)C2)cc1 (configuration not stated)
0,0,0,0.4,2,0,-5,-2,-2,-15,Cn1nnnc1SCC1=C(C(=O)O)N2C(=O)C(NC(=O)C3CC3c3ccccc3)C2SC1 (configuration not stated)

Additional entries follow.
ARFGAP1 inh,PLCb3 inh,ADAM17 inh,proKLK7 act,Tn6 DDE FP,UHRF1 MBD2 ctr,MBD2 DNA inh,Tn7 DDE FP,PLCg1 inh,ASAP1 inh,Structure
6,0,-4,-0.2,5,12,15*,5,3,6,COc1ccc(OC)c(NC(=O)C2CC(=O)N(c3ccccc3)C2)c1 (configuration not stated)
-4,5,2,-0.3,2,1,1,-9,5,-9,C=C(CO)C1Cc2cc(C(C)=O)ccc2O1 (configuration not stated)
9,-3,-5,0.0,-9,5,-1,-1,3,3,COc1ccc(S(=O)(=O)N2CCOCC2)cc1NC(=O)CN(C)CC(=O)Nc1cccc(F)c1
-3,-3,-5,0.3,-1,18,11,-4,1,-6,CN(C)CCN1CCN(C2CN(Cc3cn(Cc4cccc(C(F)(F)F)c4)nn3)S(=O)(=O)C2)CC1 (configuration not stated)
-3,-3,3,0.9,-2,5,7,-2,-2,12,COc1cccc(NC(=O)CN(C)C(=O)c2cccc(S(=O)(=O)N3c4ccccc4CC3C)c2)c1 (configuration not stated)
-6,6,4,-0.3,-2,0,0,-2,1,-11,O=[N+]([O-])c1ccc(NCc2ccccc2)nc1
-3,2,-2,-0.1,1,-3,1,-4,4,-20,O=C(CCC(=O)OCC(F)(F)C(F)F)Nc1ccc(F)cc1F
-2,0,-1,0.6,6,-1,2,-2,3,2,CC(C)(C)OC(=O)N1CCC(c2c(C(=O)O)cnn2-c2ccccc2)CC1
3,0,-2,0.4,-5,-1,9,-4,1,12,Cn1c(Oc2ccccc2NCc2cccc(Br)c2)cc(=O)n(C)c1=O
4,3,-5,-0.2,0,3,3,6,0,-9,Cc1nn(C)c(C)c1CS(=O)(=O)c1ccccc1
2,-1,-1,0.6,-7,-2,-5,3,3,3,O=C(Nc1nc2ccccc2[nH]1)c1ccccc1OC(F)F
-6,-4,0,0.8,-1,0,7,0,-1,1,C[C@H](CO)N1C[C@H](C)[C@H](CN(C)Cc2ccc(C(=O)O)cc2)OCc2ccccc2-c2c(n(C)c3ccccc23)C1=O
-8,-1,3,-0.3,2,1,-5,1,2,-5,CCCCn1nnc(NC(=O)c2sc3cc(Cl)ccc3c2Cl)n1
5,-1,-2,0.1,1,-1,-3,3,2,-16,CSc1nnc(-c2ccc(S(=O)(=O)N3CCCCC3)cc2)o1
3,-6,1,0.0,-12,3,-4,-6,7,-3,CC(=O)c1ccc(N2C(=NC(=O)C3CCCCC3)SC3CS(=O)(=O)CC32)cc1 (configuration not stated)

Profiles, looked up by structure. Screens in order: ARFGAP1 inh | PLCb3 inh | ADAM17 inh | proKLK7 act | Tn6 DDE FP | UHRF1 MBD2 ctr | MBD2 DNA inh | Tn7 DDE FP | PLCg1 inh | ASAP1 inh
`Cn1c(Oc2ccccc2NCc2cccc(Br)c2)cc(=O)n(C)c1=O` in the list: 3 | 0 | -2 | 0.4 | -5 | -1 | 9 | -4 | 1 | 12
`CCCCn1nnc(NC(=O)c2sc3cc(Cl)ccc3c2Cl)n1` in the list: -8 | -1 | 3 | -0.3 | 2 | 1 | -5 | 1 | 2 | -5

Next section
ARFGAP1 inh,PLCb3 inh,ADAM17 inh,proKLK7 act,Tn6 DDE FP,UHRF1 MBD2 ctr,MBD2 DNA inh,Tn7 DDE FP,PLCg1 inh,ASAP1 inh,Structure
-4,4,2,0.2,5,0,2,-1,1,-6,COc1cc(C(=O)NCCc2ccc(F)cc2)c([N+](=O)[O-])cc1OC
11,-7,-1,0.3,0,-1,-2,-2,-3,-4,CC(=O)c1cccc(OCc2cc(C(=O)N(C)CCc3cnn(C)c3)no2)c1
-3,-5,-2,-0.7,-10,-2,1,-4,-1,-11,CCCN1CCN(CCCNC(=O)c2ccc(NC(=O)C3=C(C)OCCS3)cc2)CC1
-6,-7,1,0.1,3,-1,0,-6,-3,2,O=C(CSC1=NS(=O)(=O)c2cc(Cl)ccc2N1)c1ccc(Cl)cc1
4,1,-2,-1.0,9,1,3,-1,0,-6,CCCCNC(=O)COC(=O)c1ccc(Cl)c(S(N)(=O)=O)c1
-16,-3,-2,-0.9,6,2,-2,0,0,9,COc1cc(/C=C2/C(=O)N(C)C(=S)N2C)ccc1OCc1cccc(F)c1
13,-24,-22,0.8,3,-1,0,1,-11,-3,Cc1nc(C)c(C(=O)N2CCCC(C(=O)c3ccc4ccccc4c3)C2)s1 (configuration not stated)
-2,-7,-2,-0.7,-7,2,-1,7,2,11,CCOc1ccc(S(=O)(=O)N2CCOCC2)cc1NC(=O)c1ccccc1F
-13,1,-4,0.3,-5,2,0,4,2,8,CCc1ccc(NC(=O)Cc2ccc(NC3=NC4CS(=O)(=O)CC4S3)cc2)cc1 (configuration not stated)
.,0,-3,0.1,8,-5,4,-2,1,.,Cc1ccc(Cn2cc(CN3[C@@H](CC(C)C)COc4cccc(F)c4S3(=O)=O)nn2)cc1
-2,4,2,0.4,4,0,-5,-10,3,10,COc1ccc(CNC(=O)[C@@H](C)NC(=O)[C@@H]2Cc3ccccc3CN2)cc1
-7,-9,-5,0.1,-1,3,1,-3,-1,-8,COc1cc2c(cc1OC)CN(C(=O)CN1C(=O)NC3(CCC(C)CC3)C1=O)CC2 (configuration not stated)
-4,-7,-3,0.2,0,0,1,-2,-3,6,CCOc1ccc(Cl)cc1S(=O)(=O)N1CCC(C(=O)NCc2ccco2)CC1
-14,2,-2,0.2,-6,2,0,5,0,-8,COC(=O)C1CCN(c2cc(=O)n(Cc3ccc(F)cc3)c(=O)[nH]2)CC1
-2,4,2,-0.1,-3,-2,2,1,3,-2,COc1cc2c(C(=O)N3CCN(c4cccc(Cl)c4)CC3)cn(CC(C)C)c(=O)c2cc1OC
6,0,-6,0.5,-5,1,-2,-2,2,-4,CCC1(C)CC(=O)N(c2ccc(F)c(Cl)c2)C(=O)C1
7,-6,1,0.6,-3,2,4,-1,4,13,C=CCOc1ccc(CN(C)C(=O)CNC(=O)c2ccc(-c3ccccc3)cc2)cc1
-10,0,-1,-0.2,-1,-4,2,4,2,-2,Cn1c(OCC2CCCO2)nc2cc(-c3ccccc3)sc2c1=O (configuration not stated)
-22,-5,-6,-0.4,-4,-1,0,-2,-2,-6,Cc1ccc(NC(=O)CSc2ccccn2)cc1S(=O)(=O)N1CCOCC1
4,0,-5,-0.4,-5,-3,-3,1,-3,6,O=C(O)CCCNS(=O)(=O)c1ccccc1
-2,-61,-5,-0.3,-3,-2,1,4,1,6,COc1ccc(-c2nnc(SCC(=O)N3c4ccccc4Sc4ccccc43)o2)cc1
12,-6,-5,-0.1,-4,-3,2,-4,2,2,C/C(=N\NC(=O)CC(C)C)c1c(C(F)(F)F)[nH]n(-c2nc3ccccc3s2)c1=O
-6,-7,-4,0.1,-6,0,2,-5,4,-8,Cc1cc(C)nc(NS(=O)(=O)c2ccc(NC(=O)c3ccc(S(=O)(=O)N(C)C)cc3)cc2)n1
8,2,0,0.9,-4,0,5,0,0,7,O=C(Oc1ccc2ccccc2c1)c1ccco1
0,1,0,0.5,3,-1,-3,5,0,0,O=C(NCCCn1ccnc1)c1cc([N+](=O)[O-])cc([N+](=O)[O-])c1
